T cell modulator: T cell immune modulation candidate; calls only at 7 µM; 2C CD8+ T cell-vesicle binding, flow cytometry; stronger effect = lower value; hit rate 0.068% among 330,000;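 active means response, share of CD8 T cells binding vesicles, and their 90th percentile fluorescence all below set limits, cut at about 80% in these data, passing the limit was not always enough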
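Also added: QL9-peptide-loaded Drosophila micro-vesicles bearing Ld, ICAM-1 and B7-1; Test system: purified 2C TCR transgenic mouse naive CD8+ T cells; Measured by: cytometric PE anti-B7-1 and Alexa647 anti-CD8 signals after 1% paraformaldehyde fixation; Timing: binding step 1.5 h, 37 °C, antibody labelling 20 min, ice.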
RSV antiviral HEp-2: inhibition of RSV-induced cytopathic effect – HEp-2 cells, primary 10 µM value included (AID 2391). CPE inhibition, % at 10 µM; hits with a dose series show IC50 in µM. hit rate 0.13% among 310,000. HEp-2 cells, RSV-induced CPE inhibition; higher % means a stronger effect; in the data active means a potency from the dose series; inconclusive means CPE inhibition mostly from about 23% at the one dose, without a potency; inactive means the rest, 99 in 100 with CPE inhibition below about 21%; further: strong numbers were not always called active
Rac1 GTP hydrolysis: MgcRacGAP GTPase-activating activity inhibitors, confirmation, biochemical, ADP Hunter fluorescence. MgcRacGAP-stimulated Rac1 GTP hydrolysis, ADP Hunter fluorescence; higher % means a stronger effect; GST-tagged Rac1 F28L mutant substrate. inhibition, % at 30 µM; hits with a dose series show IC50 in µM. AID 624330. hit rate 0.6% among 340,000;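 active means first-screen hits whose inhibition reached a set limit at any dose in the follow-up dose series; inconclusive means inhibition above the set first-screen limit but never retested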;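 further: fluorescence reports GDP produced by GAP-driven GTP hydrolysis; strong numbers were not always called active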
Large T inhibition: SV40 large T antigen inhibitors, biochemical (AID 1903); SV40 large T antigen ATPase/helicase inhibition assay; higher % means a stronger effect; one-dose inhibition, % at 20 µM; IC50 in µM for titrated hits; hit rate 0.39% among 310,000; in the data active means a potency from the dose series; inconclusive means inhibition mostly from about 32% at the one dose, without a potency; inactive means the rest, 99 in 100 with inhibition below about 32%; further: strong numbers were not always called active
NTR1 agonist: NTR1-driven beta-arrestin-GFP spot formation – imaging, U2OS cells, high content, primary screen (AID 493036); agonist mode; activation, % at 20 µM; hit rate 0.17% among 330,000;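 active means activation at or above 40% of the spot to cytoplasm intensity ratio, with at least 20 cells analyzed; inconclusive means wells under 20 cells, flagged as cytotoxic or low count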;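 further: 0% = DMSO without peptide and 100% = 100 nM NTR1 peptide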
Target sequence (P30989 whole entry, looked up): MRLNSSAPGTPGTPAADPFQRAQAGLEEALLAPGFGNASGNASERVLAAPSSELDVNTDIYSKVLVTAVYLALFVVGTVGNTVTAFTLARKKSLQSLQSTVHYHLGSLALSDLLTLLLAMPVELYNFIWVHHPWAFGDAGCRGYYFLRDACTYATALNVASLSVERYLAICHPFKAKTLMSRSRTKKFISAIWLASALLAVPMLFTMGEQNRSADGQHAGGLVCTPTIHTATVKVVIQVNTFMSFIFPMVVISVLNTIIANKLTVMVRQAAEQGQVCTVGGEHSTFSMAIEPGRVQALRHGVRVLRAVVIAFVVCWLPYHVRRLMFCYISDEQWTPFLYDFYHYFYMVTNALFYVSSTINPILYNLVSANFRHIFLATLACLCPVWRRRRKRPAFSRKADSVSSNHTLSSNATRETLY
TNAP activators: stimulation of alkaline phosphatase TNAP activity – biochemical, luminescent, no phosphate acceptor, uHTS, primary screen (AID 1001) | hit rate 0.03% among 200,000 | one-dose activation fold at 20 µM; EC50 in µM for titrated hits | purified TNAP, luminescent activation assay, no phosphate acceptor; higher activation fold means a stronger effect; in the data active means activation fold from about 3, or a potency from the dose series; inactive means the rest, 99 in 100 with activation fold below about 1.6; further: many of its hits are not listed in these tables
UTI89 phage lysis: protection from phage-mediated lysis, alamar blue read-out – E. coli UTI89, K1F phage, bacterial capsule biogenesis inhibitors (AID 488966); E. coli UTI89 K1F phage lysis, alamar blue, 2 h; higher % means a stronger effect; inhibition, % at 100 µM; hits with a dose series show IC50 in µM; hit rate 0.02% among 340,000;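 active means phage lysis inhibition, versus mean bacterial control, above a set limit; inconclusive means no clear call, values can overlap the other calls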;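 further: capsule biogenesis inhibitors block K1F phage lysis so surviving cells raise fluorescence; higher fluorescence means more inhibition of phage lysis; actives were called in the ten point dose series up to 300 µM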
Myeloid diff MLP: myeloid differentiation induction; ER-HoxA9 myeloid progenitors, lysozyme-GFP differentiation, flow cytometry; calls only at 10 µM; hit rate 1% among 360,000; AID 624256;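 active means normalized GFP-positive differentiation at or above the plate's own cutoff, the solvent-only control mean plus 3 SD; inconclusive means no clear call, values can overlap the other calls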;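 further: cells exposed to compound for four days before flow analysis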
PhoP inhibition: PhoP-dependent GFP reporter repression – Salmonella Typhimurium, primary screen (AID 1863). hit rate 0.16% among 300,000. one-dose inhibition, % at 50 µM; IC50 in µM for titrated hits. S. Typhimurium PhoP-regulated promoter GFP reporter, 4 h; higher % means a stronger effect;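 active means inhibition over 29.93%, a cutoff 3 SD above the screen mean, later confirmed by dose response; inconclusive means inhibition over 29.93% but no dose response follow-up; inactive means inhibition at most 29.93% or unconfirmed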;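 further: 0% = low Mg2+ inducing control and 100% = high Mg2+ repressing control; strong numbers were not always called active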
T cell modulator vesicle-bound %: second read-out of T cell modulator, no call of its own (marks repeat the call); double positive events, %; measured here: CD8+ vesicle-bound cell fraction;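 binding gate set so that unloaded-vesicle control wells show 10% double positive cells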
NTR1 agonist cell count 20 µM: further read-out of NTR1 agonist, marked with its call; cell count; measured here: cell count, cytotoxicity flag
Myeloid diff MLP GFP+ MAC1+ %: further read-out of Myeloid diff MLP, marked with its call; GFP+ MAC1+ double positive, %; measured here: differentiation confirmed by MAC1 staining
Active calls of the source: *; i = inactive; ? = inconclusive; . = no result given; [ ] = remark or other dose.

SMILES	T cell modulator	T cell modulator vesicle-bound %	RSV antiviral HEp-2	Rac1 GTP hydrolysis	Large T inhibition	NTR1 agonist	NTR1 agonist cell count 20 µM	TNAP activators	UTI89 phage lysis	Myeloid diff MLP	Myeloid diff MLP GFP+ MAC1+ %	PhoP inhibition
Cc1nn(-c2ccc(Cl)c(Cl)c2)c(=O)c2ccccc12	i	55	2.4%	17%	4%	0.4	46	1	0.3%	i	0.6	7%
CCN(CC)c1c([N+](=O)[O-])ncn1C	i	38	2.0%	6%	-3%	-0.6	51	1.1	0.2%	i	1.5	14%
COc1ccccc1C1NC(=O)CS1 (stereo not given)	i	10	1.8%	9%	2%	0.6	54	1.2	0.3%	i	1.2	6%
CCN(CC)c1ccc(/C=N/N2CCN(Cc3ccccc3)CC2)c(O)c1	i	37	8.0%	26%	19%	7.5	71	1.1	3.5%[50 µM]	i	0.5	-3%
CN(C)S(=O)(=O)c1ccc(C(=O)OCCn2cnc3c2c(=O)n(C)c(=O)n3C)cc1	i	47	8.4%	10%	8%	0.0	53	1.1	0.1%	i	0.4	2%
O=C(CCNC(=O)Cn1ccc2ccccc2c1=O)NCCc1ccccc1Cl	i	7	1.6%	6%	13%	2.2	57	1.1	1.7%[50 µM]	i	0.5	8%
N#C/C(=C/c1cn[nH]c1-c1cccc(Br)c1)C(=O)O	i	51	0.2%	16%	6%	-1.8	59	.	1.1%[50 µM]	i	0.4	3%
O=C(OC1Cn2c(=O)ccc(=O)n2C1)c1ccc([N+](=O)[O-])cc1	i	50	0.8%	-1%	6%	0.2	43	1.1	-3.4%	i	0.4	-22%
COc1cc(C(=O)Nc2ccc(N3CCOCC3)cc2)ccc1OCc1c(C)noc1C	i	56	0.8%	10%	14%	0.4	38	1.2	1.6%[50 µM]	i	2.0	13%
Clc1cc(Br)ccc1OCCCNCc1ccccc1	i	45	?	30%	7%	3.1	40	1.1	-9.4%	i	0.6	83µM*
Cn1c(C(=O)N2CCCC(Nc3ccc(F)cc3)C2)cc2ccccc21 (stereo not given)	i	29	3.0%	-9%	14%	1.5	55	.	0.2%	i	0.0	-3%
CCn1cc(C(=O)N2CC(C)CC(C)C2)c(=O)c2cc(S(=O)(=O)N3CCCC3)ccc21 (stereo not given)	i	50	-0.5%	5%	4%	1.2	66	.	-0.1%	i	0.0	1%
O=C(Cn1nnc(-c2cccs2)n1)N1CCOCC1	i	23	2.2%	-5%	11%	-0.3	62	1.1	-0.1%	i	0.5	-7%
COc1ccc(N2CC(C(=O)N/N=C/c3ccc([N+](=O)[O-])cc3)CC2=O)cc1 (stereo not given)	i	54	1.8%	-4%	20%	-2.0	91	1	2.2%	i	0.2	-3%
O=C(C1CCCN(S(=O)(=O)c2cc(Cl)ccc2Cl)C1)N1CCOCC1 (stereo not given)	i	33	2.2%	9%	-1%	-0.3	54	.	1.0%[50 µM]	i	3.4	6%
COc1cc2c(cc1OC)C(c1cccs1)N(C(=S)NC(C)C)CC2 (stereo not given)	i	34	4.9%	10%	19%	0.6	38	1	1.9%	i	0.2	-3%
COC(=O)c1ccccc1NS(=O)(=O)c1ccc2[nH]c(=O)[nH]c2c1	i	53	1.8%	6%	0%	1.4	56	1	5.5%	i	0.4	-17%
COC(=O)c1ccc2c(c1)S(=O)(=O)NC(=NCCCN1CCOCC1)S2	i	30	1.4%	5%	3%	1.4	70	1.1	0.5%	i	0.9	-9%
Cc1ccc(F)c(Cn2cnc3c(cnn3C(C)(C)C)c2=O)c1Cl	i	25	0.8%	9%	.	9.8	54	.	-0.2%	i	1.7	.
N#CC1=C(N)N(c2ccccc2)C2=C(C(=O)CCC2)C1c1cccs1 (stereo not given)	i	39	3.3%	8%	36%	1.3	90	1.1	-0.4%	i	1.4	-9%
Cc1ccc(NC(=O)CCC(=O)n2nc(C)cc2C)c(C)c1	i	45	-0.8%	3%	8%	1.7	52	1	0.6%	i	1.7	6%
O=C(NC1CCS(=O)(=O)C1)Oc1ccccc1 (stereo not given)	i	1	1.3%	17%	7%	-0.6	42	1	0.0%	i	0.4	3%
COc1ccc(-c2cccc(C3CC=CC4C3C(=O)N(Cc3ccccc3)C4c3ccc(OC)c(Cl)c3)c2)cc1 (stereo not given)	i	21	12%	6%	3%	0.6	96	.	-2.3%	i	2.6	-4%
Cc1ccccc1NS(=O)(=O)c1ccc(C(=O)N2CCCCCCC2)cc1	i	17	12%	9%	8%	-0.1	61	.	0.6%[50 µM]	i	0.3	8%
O=C(CSc1nc2ccccc2c(=O)n1CCCN1CCOCC1)c1c[nH]c2ccccc12	i	52	0.8%	7%	-1%	3.3	80	1.1	-0.6%	i	0.9	-7%
COc1cc(C(C)=O)ccc1Oc1ncccn1	i	25	0.4%	-1%	8%	-0.3	43	.	-0.1%	i	0.9	3%
Cc1ncc([N+](=O)[O-])n1CCOC(=O)c1ccc(Cl)cc1Cl	i	38	2.0%	7%	14%	-0.8	32	1.1	0.2%	i	1.1	0%
CC(C)Cc1cc(C(=O)Nc2ccc3c(c2)OCO3)no1	i	26	-1.4%	7%	5%	-1.3	84	1	-0.2%	i	1.2	2%
COc1ccc(S(=O)(=O)NC2CCCC2)cc1Cl	i	68	0.4%	5%	6%	1.1	67	.	-0.1%	i	0.5	3%
CCOc1ccc(/C=C(\C#N)C(=O)Nc2cccnc2)cc1	i	44	2.1%	2%	5%	-0.2	41	1.2	3.2%	i	0.4	-4%
COc1cc(C(=O)COC(=O)c2cc([N+](=O)[O-])ccc2N2CCOCC2)ccc1OC(F)F	i	37	1.7%	0%	8%	2.4	57	.	1.9%[50 µM]	i	0.7	-2%
CC1(CCc2ccc(O)cc2)NC(=O)NC1=O (stereo not given)	i	43	1.5%	20%	13%	-0.5	38	1	-0.1%	i	1.0	17%
Cc1ccc(-n2c(SCC(N)=O)nnc2-c2cccnc2)c(C)c1	i	12	0.2%	-1%	5%	-0.4	63	1.1	-0.1%	i	0.5	3%
COc1cccc(-n2c(Cc3cc(=O)[nH]c(=O)[nH]3)nnc2SCC(=O)N2CCCCC2)c1	i	61	0.7%	-5%	14%	0.9	43	1.1	3.0%	i	1.2	1%
COc1ccc(C[C@H]2CN3C(=NC[C@H]3C)N2CCNC(=O)CCC2CCCCC2)cc1	i	43	-0.5%	7%	5%	3.7	82	1.1	0.9%	i	1.6	-9%
CCCCc1nn(-c2cc(Cl)ccc2OC)c2c1C(=O)CCC2	i	49	5.3%	4%	5%	-1.4	94	1.1	0.0%	i	3.6	10%
COC(=O)c1ccc(NCCc2csc(-c3ccc(C)cc3)n2)c([N+](=O)[O-])c1	i	22	0.9%	4%	10%	2.4	68	1.1	0.4%	i	1.4	14%
Cc1ccccc1-n1c(C)n[nH]c1=S	i	5	-0.3%	6%	7%	1.3	55	1.1	4.6%	i	5.3	6%
CC(C)C(NC(=O)Nc1ccccc1)C(=O)Nc1cccc(S(=O)(=O)N(C)C)c1 (stereo not given)	i	10	0.3%	4%	7%	0.2	45	.	0.4%	i	2.4	-4%
CCOC(=O)C1=C(N)Oc2c(oc(CO)cc2=O)C1c1ccccc1 (stereo not given)	i	45	-0.8%	6%	-4%	-0.5	54	1.1	0.2%	i	0.4	1%
CN(C)C=NC(=O)c1cc(C(=O)c2ccccc2Cl)c[nH]1	i	51	0.2%	2%	23%	0.0	35	1.1	0.2%	i	0.2	4%
CCOC(=O)C1=C(C)N=C2SC(C)C(=O)N2C1c1ccc(OCC)c(OCC)c1 (stereo not given)	i	30	-0.5%	14%	18%	-0.7	49	1.1	1.9%	i	1.2	5%
CN(C)/C=C(\C#N)C(=O)Nc1ccc(F)cc1	i	43	1.0%	6%	-1%	-1.2	62	1.1	0.3%	i	0.4	8%
CCOc1ccccc1NC(=O)C1C2CCC(O2)C1C(=O)O (stereo not given)	i	59	4.3%	14%	9%	2.4	48	.	1.0%	i	0.6	-4%
O=C(/C=C/c1ccccc1[N+](=O)[O-])NCCCN1CCCC1=O	i	72	1.6%	6%	8%	0.4	53	.	0.2%	i	2.1	-1%
CCCCn1c(N)c(N(CC(C)C)C(=O)Cn2c(=O)cnc3ccccc32)c(=O)[nH]c1=O	i	41	-0.9%	1%	14%	-1.0	71	.	0.6%[50 µM]	i	0.4	-6%
Cc1ccc(NC(=S)NCCCN2CCOCC2)cc1C	i	47	-2.0%	7%	1%	-0.4	48	.	1.1%	i	0.9	2%
COC(=O)c1ccc(NC(=S)NCCc2cccc(C)c2)cc1	i	8	13%	1%	0%	-0.8	49	1	0.1%	i	0.7	33%
CCOc1ccc(-c2nnc(-c3ccncc3)o2)cc1	i	22	0.8%	-3%	10%	-0.6	81	1.1	2.2%	i	1.7	-11%
CC(C)n1cc(CN2CCN(C)C(CCO)C2)c2ccccc21 (stereo not given)	i	37	-2.2%	11%	-4%	0.0	47	.	-0.1%	i	0.3	6%
CC(C)(C)OC(=O)N1CCC(c2c(C(=O)O)cnn2-c2ccc(Cl)cc2)CC1	i	23	.	5%	-1%	-1.7	90	1.1	1.9%	i	3.7	6%
CCN(CC)c1ccc(C=Nc2cccc(S(=O)(=O)N3CCOCC3)c2)c(O)c1	i	6	.	4%	.	0.8	55	.	0.6%[50 µM]	i	0.5	.
CCc1ccccc1NC(=O)COC(=O)c1c(C)nsc1NC	i	34	1.0%	-1%	.	-1.8	57	.	0.1%[50 µM]	i	0.1	.

Three neighbouring compounds from above, quoted:
SMILES	T cell modulator	T cell modulator vesicle-bound %	RSV antiviral HEp-2	Rac1 GTP hydrolysis	Large T inhibition	NTR1 agonist	NTR1 agonist cell count 20 µM	TNAP activators	UTI89 phage lysis	Myeloid diff MLP	Myeloid diff MLP GFP+ MAC1+ %	PhoP inhibition
COC(=O)c1ccc(NC(=S)NCCc2cccc(C)c2)cc1	i	8	13%	1%	0%	-0.8	49	1	0.1%	i	0.7	33%
CCOc1ccc(-c2nnc(-c3ccncc3)o2)cc1	i	22	0.8%	-3%	10%	-0.6	81	1.1	2.2%	i	1.7	-11%
CC(C)n1cc(CN2CCN(C)C(CCO)C2)c2ccccc21 (stereo not given)	i	37	-2.2%	11%	-4%	0.0	47	.	-0.1%	i	0.3	6%
